SENP7 inh = SENP7 protease inhibitors, primary screen, biochemical, luminescence, uHTS; Sentrin-specific protease 7 (Homo sapiens), Q9BQF6; recombinant SENP7, Z-RLRGG-aminoluciferin luminescence, 40 min; inhibition, % at 5 µM; hit rate 1.5% among 330,000; AID 434973, 2010;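 active = inhibition above about 50% at the single test dose, limit read from the data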;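 also: plate controls were DMSO with enzyme for no effect and no enzyme buffer wells for full effect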
Target sequence (Q9BQF6 706-1050 limits assumed): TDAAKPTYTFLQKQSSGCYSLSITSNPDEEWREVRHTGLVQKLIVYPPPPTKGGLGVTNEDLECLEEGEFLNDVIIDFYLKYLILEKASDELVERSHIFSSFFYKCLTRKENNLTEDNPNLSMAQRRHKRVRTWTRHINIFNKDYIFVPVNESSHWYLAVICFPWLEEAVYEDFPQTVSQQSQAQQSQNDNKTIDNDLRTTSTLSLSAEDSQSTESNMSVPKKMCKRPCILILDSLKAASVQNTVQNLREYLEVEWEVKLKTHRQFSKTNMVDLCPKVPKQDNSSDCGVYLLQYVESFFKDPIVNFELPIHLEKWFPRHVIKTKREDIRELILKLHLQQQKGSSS
SENP6 inh = SENP6 protease inhibitors, primary screen, biochemical, luminescence, uHTS. Recombinant SENP6 catalytic domain, aminoluciferin luminescence. inhibition, % at 10 µM. hit rate 1.8% among 330,000;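 active = inhibition above about 50% at the single tested dose, limit read from the data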;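 also: plate controls were DMSO wells with enzyme for no effect and DMSO wells lacking enzyme for full effect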
ATG4B inh = ATG4B protease inhibitors, primary screen, biochemical, fluorescence, uHTS; Cysteine protease ATG4B (Homo sapiens), Q9Y4P1; ATG4B cleavage of LC3-PLA2, NBD-HPC fluorescence, 1 h; inhibition, % at 8.33 µM; hit rate 0.51% among 340,000; AID 504462, 2011; in the data active = inhibition above about 40%
Target sequence (Q9Y4P1 whole entry, looked up): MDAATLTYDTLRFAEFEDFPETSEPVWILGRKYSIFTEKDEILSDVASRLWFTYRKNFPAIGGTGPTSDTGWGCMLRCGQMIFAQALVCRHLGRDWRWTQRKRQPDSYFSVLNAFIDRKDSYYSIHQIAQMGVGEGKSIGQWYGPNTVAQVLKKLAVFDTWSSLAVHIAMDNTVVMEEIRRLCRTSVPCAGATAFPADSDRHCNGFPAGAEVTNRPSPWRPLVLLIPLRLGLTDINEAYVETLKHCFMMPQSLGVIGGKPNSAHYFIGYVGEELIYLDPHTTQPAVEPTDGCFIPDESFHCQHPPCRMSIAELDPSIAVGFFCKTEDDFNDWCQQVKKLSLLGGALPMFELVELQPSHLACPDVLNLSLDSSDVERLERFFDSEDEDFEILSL
SENP8 block = human SENP8 protease inhibitors, primary screen, biochemical, fluorescence, Nedd8 protein substrate, uHTS; hit rate 0.64% among 360,000; recombinant SENP8; AID 602440, 2012; inhibition, % at 20 µM; in the data active = inhibition mostly above about 40%, no sharp cut-off; inactive = mostly below about 27%
Target sequence (Q96LD8 whole entry, looked up): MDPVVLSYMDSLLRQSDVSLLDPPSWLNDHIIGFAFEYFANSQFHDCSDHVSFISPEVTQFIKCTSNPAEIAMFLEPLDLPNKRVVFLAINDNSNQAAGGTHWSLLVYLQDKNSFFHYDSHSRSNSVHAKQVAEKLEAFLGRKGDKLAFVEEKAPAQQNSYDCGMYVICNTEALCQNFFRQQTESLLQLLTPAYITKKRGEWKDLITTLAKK
NR3A LBD binder = binders of NR3A ligand-binding domain, primary screen, biophysical, differential scanning fluorimetry, uHTS | NR3A LBD differential scanning fluorimetry, Tm shift; 0% = protein alone, 100% = glycine-bound protein | Tm shift relative to glycine control, % at 25 µM | hit rate 2.5% among 340,000 | AID 1259313, 2017;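 active = melting temperature shift of at least 10% of the positive control shift, at one fixed dose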
MPTP block = mitochondrial permeability transition pore inhibitors, primary screen, biochemical, isolated mouse mitochondria, absorbance; Ca2+ swelling absorbance, 30 min; inhibition, % at 10 µM; hit rate 1.4% among 360,000;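 active = inhibition of 50% or more, scaled per plate between neutral and stimulator controls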;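 also: 0% = DMSO wells given calcium and 100% = 1 mM EGTA wells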
HKDC1 inh = HKDC1 hexokinase inhibitors, primary screen, biochemical, fluorescence, uHTS; recombinant HKDC1, G6PDH/diaphorase resazurin coupled fluorescence; inhibition, % at 20 µM; AID 493160, 2011; hit rate 0.16% among 340,000;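 active = inhibition above about 35% when tested at 20 µM, limit read from the data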;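 also: plate controls were DMSO wells with enzyme for no effect and DMSO wells lacking enzyme for full effect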
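Test system: recombinant HKDC1 (HK5) hexokinase enzyme, produced in-house / Doses: 20 µM test compound, 1% DMSO / Timing: 90 min, room temperature / Detection: G6PDH/diaphorase-coupled fluorescence, 1 mM NADP, 100 µM resazurin, 525/613 nm / Control set: DMSO wells with and without enzyme mix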
PfGluPho inh = PfG6PD enzyme inhibitors, primary screen, biochemical, fluorescence intensity, uHTS; PfGluPho enzyme, NADPH resazurin-diaphorase fluorescence; hit rate 0.78% among 350,000; inhibition, % at 20 µM;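 active = inhibition reaching at least a set limit at 20 µM in the primary screen, cut at about 59% in these data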;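 also: 0% = DMSO wells with substrate and 100% = DMSO wells lacking glucose-6-phosphate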
Starred values were filed as active, the others as inactive; / = no result given.

Every second line gives: SENP7 inh | SENP6 inh | ATG4B inh | SENP8 block | NR3A LBD binder | MPTP block | HKDC1 inh | PfGluPho inh
- COc1ccc(OC)c(C(=O)COC(=O)CN2C(=O)NC3(CCCCC3C)C2=O)c1 (stereo unspecified)
  -7.5 | -10.5 | -1.7 | -163.6 | 3.0 | -1.4 | -1.7 | 1.6
- COc1cccc(/C=C/C(=O)N2CC(C)OC(C)C2)c1OC (stereo unspecified)
  -7.7 | -10.8 | -6.0 | -44.7 | 1.6 | 1.1 | -1.5 | 11.8
- CC1=C(C(=O)Nc2ccccc2F)C(c2ccsc2)C2=C(CC(C)(C)CC2=O)N1 (stereo unspecified)
  6.0 | 2.9 | -4.1 | -381.9 | -1.0 | 1.6 | -4.8 | -14.5
- COc1cccc(N2CCc3c(C)nc4ccc(Cl)cc4c32)c1
  / | / | -2.0 | -272.0 | -1.6 | -1.2 | -9.2 | -4.6
- Cc1nc2c(o1)C(=O)c1ccccc1C2=Nc1ccccc1
  / | / | 1.6 | -454.9 | -0.3 | 2.2 | 10.0 | 103.9*
- CCC(C)NC(=O)C1CCN(S(=O)(=O)c2ccc3nc4c(c(C(=O)O)c3c2)CCCCC4)CC1 (stereo unspecified)
  7.0 | 2.8 | 4.7 | 7.1 | -4.1 | -3.0 | 1.3 | -22.7
- CCCOC(=S)N/C(=N\S(=O)(=O)c1ccccc1)c1ccccc1
  5.2 | 4.3 | 9.5 | 5.0 | 0.2 | -4.2 | -1.6 | 32.0
- C=CCOc1ccc2oc(=O)cc(C)c2c1
  6.0 | 11.0 | -0.3 | -179.2 | -7.9 | 2.2 | -9.6 | 11.9
- O=C(NCc1cccs1)C1CCN(c2nccs2)CC1
  7.3 | -2.2 | 2.1 | -31.8 | -0.6 | -0.2 | 4.0 | -6.7
- O=C(N/N=C/c1ccc(Cl)cc1)c1cc2c(s1)-c1ccccc1CC2
  -4.5 | 7.7 | 6.1 | -435.1 | 11.8* | 1.3 | -5.3 | -18.5
- CCC(C)N(C(=O)c1csnn1)C(C(=O)NC1CCCC1)c1c(F)cccc1Cl (stereo unspecified)
  -3.0 | 3.1 | 2.5 | 13.4 | -1.4 | -0.9 | 4.1 | 3.7
- O=C(CCN1CCC(c2ccc(Cl)s2)=N1)c1ccc(Cl)s1
  1.9 | 4.1 | 3.1 | -224.0 | 2.2 | 4.7 | -3.6 | -14.3
- CCOc1cc(C)c(S(=O)(=O)NC2CCCCC2)cc1C
  11.0 | -8.4 | -4.6 | 27.2 | -3.9 | 4.8 | -1.8 | 10.2
- O=C(COC(=O)c1ccccc1C(=O)N1CCN(c2ccccc2)CC1)NCc1ccccc1
  -2.8 | -9.2 | -7.5 | 20.4 | 0.8 | -1.0 | 1.1 | -15.6
- COc1ccc(C2C(C)C3(O)CC(C#N)(C(=O)N3)C2(C#N)C#N)cc1 (stereo unspecified)
  6.1 | -0.9 | 4.3 | -0.7 | 1.1 | 1.0 | -6.3 | -13.9
- CC(=O)c1c(N2CCCC2)[nH]c(-c2ccccc2)nc1=S
  1.3 | 9.1 | -2.1 | 13.7 | 2.2 | -1.4 | 2.7 | 4.0
- Cc1ccc(CCNC(=O)C23C[C@H]4C[C@@H](C2)CC(n2nnc(C)n2)(C4)C3)cc1
  9.3 | -8.6 | -9.8 | 27.0 | -2.1 | 0.5 | -2.2 | 3.1
- CS(=O)(=O)c1cccc(S(=O)(=O)N2CCN(c3ccccn3)CC2)c1
  -5.9 | -4.6 | -1.3 | 20.0 | 0.9 | -0.2 | -5.0 | -29.6
- COc1cccc(C(=O)OCCN2CCCCC2)c1
  4.0 | -2.0 | 12.5 | 15.7 | 1.7 | 0.6 | -7.4 | -0.9
- CCNC(=O)C(CCSC)NS(=O)(=O)c1ccc(C)cc1 (stereo unspecified)
  5.4 | -8.5 | 0.4 | 16.7 | 1.1 | 0.5 | -2.4 | -6.7
- Cn1cnc([N+](=O)[O-])c1S(=O)(=O)c1ccc(Cl)cc1
  / | / | 0.1 | 19.6 | -0.1 | -0.4 | -2.5 | 1.9
- Cc1nn(-c2ccccc2Cl)c(Cl)c1/C=C(\C#N)C(N)=O
  -4.9 | -12.7 | -1.4 | 14.1 | -8.1 | -0.8 | 11.3 | -10.0
- COc1ccc(CCNS(=O)(=O)c2ccc(Br)cc2)cc1
  1.3 | 10.3 | -7.6 | 11.3 | -0.8 | 2.0 | -0.5 | 8.5
- O=C(NCc1ccccc1)c1c(O)c2ccccc2[nH]c1=O
  2.7 | 9.8 | -10.6 | -12.9 | 1.9 | -2.4 | -4.4 | -5.7
- CN(C)c1cc[n+](CC(=O)N2c3ccccc3Sc3ccccc32)cc1
  5.2 | 10.4 | -3.0 | 7.8 | -0.3 | -2.1 | -6.7 | -3.6
- Cc1cc(C)c(S(=O)(=O)Nc2ccccc2C(=O)N2CCCC2)c(C)c1
  4.4 | -12.7 | -4.5 | 6.5 | 4.6 | -0.6 | -5.4 | -8.9
- CC(C(O)C12CC3CC(CC(C3)C1)C2)N1CCCCC1 (stereo unspecified)
  7.1 | -0.1 | -4.8 | 11.6 | 0.2 | 0.9 | -4.4 | -5.6
- O=C(O)/C=C/C(=O)Nc1ccc(OC(F)(F)F)cc1Br
  -1.3 | 4.1 | 9.2 | 9.1 | -2.5 | 0.1 | 1.9 | -20.8
- Cc1cc(NS(=O)(=O)c2ccc(NC(=O)c3ccc(F)cc3)cc2)nc(C)n1
  -2.1 | 2.5 | -4.6 | -1.2 | -1.1 | -0.4 | -5.9 | -8.6
- O=C1c2ccccc2C(=O)N1CC(=O)N1c2ccccc2Sc2ccc(C(F)(F)F)cc21
  -4.0 | -22.8 | -6.3 | 13.9 | -1.5 | -0.4 | -3.1 | -8.7
- COc1cccc(OC)c1C(=O)Nc1ccc(CN2CCOCC2)cc1
  6.6 | 1.7 | -2.7 | 30.6 | -1.0 | -0.6 | 1.4 | 0.5
- Cc1ccc(CCNC(=O)CN2CCN(Cc3ccccc3F)C2=O)cc1
  2.0 | 1.5 | -5.0 | 12.5 | -0.6 | -2.5 | -8.0 | -9.5
- Cc1noc(C)c1S(=O)(=O)N(C)C[C@H]1Oc2ccc(NC(=O)C3CC3)cc2C(=O)N([C@H](C)CO)C[C@@H]1C
  -0.1 | 15.0 | -1.5 | -1.5 | 2.7 | -0.4 | 3.3 | 0.3
- COc1ccc(OCc2nnc(SCC(=O)Nc3cccc(C(C)=O)c3)o2)cc1
  -6.9 | -7.9 | -7.9 | 2.4 | 0.5 | 0.6 | 3.3 | -13.6
- Cc1ccc(S(=O)(=O)Nc2ccc(C(=O)NCc3ccccn3)cc2)cc1
  -1.6 | -0.5 | -0.3 | 8.0 | 13.1* | 1.5 | 1.9 | -12.4
- CCC(C)N(C(=O)Cn1nnc(-c2ccc(Cl)cc2)n1)C1CCS(=O)(=O)C1 (stereo unspecified)
  11.5 | -6.9 | -3.8 | 9.0 | 0.2 | 0.5 | -5.2 | -3.9
- O=C(NC1CCCC1)c1cnc2n(c1=O)CCS2
  4.8 | -4.2 | -1.3 | 18.0 | 1.3 | -1.0 | -5.7 | -17.7
- O=C1COc2ccc(C(=O)COC(=O)c3cccnc3Cl)cc2N1
  15.8 | -9.0 | -7.0 | 17.8 | -0.7 | -1.7 | -7.2 | -20.0
- COc1ccc(C)cc1C(=O)CCC(=O)NCCc1ccc(S(N)(=O)=O)cc1
  1.4 | -3.8 | -0.8 | -1.0 | 5.2 | -0.1 | -4.3 | -0.2
- COc1cc(OC)cc(C(=O)Nc2ccc(C(=O)NCC3CCCO3)cc2)c1 (stereo unspecified)
  -7.9 | -10.7 | -6.9 | 23.8 | -0.2 | -0.6 | 4.3 | -1.2
- CN(C)C(CNC(=O)c1ccc2c(=O)n(-c3ccccc3F)c(=S)[nH]c2c1)Cc1ccccc1 (stereo unspecified)
  5.0 | 4.0 | -10.0 | -33.9 | -2.2 | 0.6 | 3.3 | -4.6
- COc1ccc(-c2c(-c3cc(OC)cc(OC)c3)n(C)c3ccc(-c4ccc5cc[nH]c5c4)cc23)cc1
  -2.6 | 6.0 | -9.4 | -485.0 | -0.6 | -1.4 | -2.7 | 1.9
- O=C(Cc1ccsc1)Nc1ccccc1F
  -7.7 | 2.0 | 6.9 | 5.7 | 0.4 | -0.1 | -2.5 | -3.1
- Cc1ccc(CNC(=O)COC(=O)CN2C(=O)C3CC=CCC3C2=O)cc1 (stereo unspecified)
  -19.9 | -21.6 | -13.2 | -9.0 | 0.4 | -2.8 | -0.8 | 2.0
- CN(CC(=O)Nc1ccccc1C(F)(F)F)C(=O)C1=COCCO1
  -4.0 | -4.4 | 0.6 | 2.8 | 0.2 | -1.5 | -4.6 | -4.0
- CC[C@]12c3[nH]c4cc(CCC(=O)N(C)C)ccc4c3CCN1C(=O)[C@@H](CC(=O)NCCC1=CCCCC1)C[C@@H]2C(=O)N1CCN(C(=O)C2CC2)CC1
  0.2 | / | -6.9 | 13.7 | 0.8 | 0.4 | -6.6 | -0.1
- Cc1ccc(CNC(=O)Cc2nc3nc(C)cc(C)n3n2)cc1
  -2.2 | -12.5 | 3.6 | 8.2 | -0.1 | 3.8 | 12.6 | -12.4
- CC(C)C(=O)Nc1ccc(NC(=S)NC(=O)c2cc3ccccc3o2)cc1
  -6.7 | -10.1 | -3.8 | 9.5 | 16.6* | 0.3 | -10.9 | 2.4
- CCOC(=O)C1CCN(S(=O)(=O)c2ccc(-n3cnnn3)c(C)c2)CC1
  0.6 | 0.9 | -4.9 | 8.1 | 0.6 | -0.7 | 18.4 | -4.0
- Cc1ccc(CC(=O)NCc2ccc(Cl)cc2)cc1
  -5.7 | -1.7 | -7.8 | 8.4 | -1.3 | 0.1 | -8.2 | 14.2

Next entries follow.
Every second line gives: SENP7 inh | SENP6 inh | ATG4B inh | SENP8 block | NR3A LBD binder | MPTP block | HKDC1 inh | PfGluPho inh
- O=C(O)CCCC(=O)N1CCCC1
  1.8 | 0.9 | -7.9 | 5.0 | -1.3 | -3.1 | -7.2 | 0.3
- CC(CN1CCCCC1)OC(=O)C1c2ccccc2Oc2ccccc21 (stereo unspecified)
  1.9 | 2.1 | -7.1 | 24.6 | -1.9 | -0.4 | 3.1 | 10.1
- COc1ccc(-n2c(C)nc3cc(C(=O)N4CCOCC4)ccc32)cc1
  2.3 | -3.4 | -1.9 | 13.7 | 1.3 | -1.3 | -1.8 | -14.1
- Clc1ccc(CNC2CCN(Cc3ccccc3)CC2)cc1
  -12.3 | -6.5 | -1.5 | 25.1 | 1.4 | 1.0 | -6.8 | 4.1
- COc1cc(NC(=S)N2CCN(C)CC2)cc(OC)c1
  -12.6 | -2.2 | -1.6 | 10.8 | 0.5 | 0.3 | -3.9 | 1.5

5 of the entries above in order of the SENP7 inh value, largest number first.
Every second line gives: SENP7 inh | SENP6 inh | ATG4B inh | SENP8 block | NR3A LBD binder | MPTP block | HKDC1 inh | PfGluPho inh
- CCOc1cc(C)c(S(=O)(=O)NC2CCCCC2)cc1C
  11.0 | -8.4 | -4.6 | 27.2 | -3.9 | 4.8 | -1.8 | 10.2
- CCC(C)NC(=O)C1CCN(S(=O)(=O)c2ccc3nc4c(c(C(=O)O)c3c2)CCCCC4)CC1 (stereo unspecified)
  7.0 | 2.8 | 4.7 | 7.1 | -4.1 | -3.0 | 1.3 | -22.7
- C=CCOc1ccc2oc(=O)cc(C)c2c1
  6.0 | 11.0 | -0.3 | -179.2 | -7.9 | 2.2 | -9.6 | 11.9
- O=C(O)/C=C/C(=O)Nc1ccc(OC(F)(F)F)cc1Br
  -1.3 | 4.1 | 9.2 | 9.1 | -2.5 | 0.1 | 1.9 | -20.8
- Cc1cc(NS(=O)(=O)c2ccc(NC(=O)c3ccc(F)cc3)cc2)nc(C)n1
  -2.1 | 2.5 | -4.6 | -1.2 | -1.1 | -0.4 | -5.9 | -8.6

Screening results (PubChem BioAssay)
